Source: PubChem BioAssay (several laboratories)
SR-BI DiI-HDL act = SR-BI HDL lipid transfer activation. activation, % at 12.5 µM. actives 0.096% (n = 320,000). AID 504775. CHO ldlA[mSR-BI] cells, DiI-HDL uptake fluorescence, 3 h; 100 = double the neutral-control signal;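 active means mean replicate activation of at least 60% and every replicate at or above 60%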;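 further: 0% = median plate neutral-control signal and 100% = twice that signal; values of inactives mirror those of a sister screen read the other way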
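System: CHO ldlA[mSR-BI] cells / Medium: HEPES-buffered (25 mM, pH 7.4) F12 plus 0.5% BSA / Probe or stimulus: labelled HDL, 10 µg/mL / Doses: single compound concentration, delivered by pin transfer / Schedule: 3 h, 37 °C / Measured by: DiI fluorescence, bottom read / Measure: cell-associated DiI fluorescence as measure of HDL uptake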
Cardiac RTF inh = cardiac RTF calcium desensitization; inhibition, % at 7.15 µM; P19429+P45379; actives 0.12% (n = 340,000); IANBD-labeled cardiac RTF, Ca2+ fluorescence;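 active means inhibition above the mean inhibition of all tested compounds plus 3 SD, cut at about 17% in these data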;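 further: assay run at fixed EC70 calcium of 1.6 mM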
CAL PDZ FP-1 = blocks peptide binding to the human CAL PDZ domain | purified CAL PDZ, TMR-peptide fluorescence polarization, 1 h | inhibition, % at 24.9 µM | actives 0.92% (n = 300,000) | AID 602252;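 active means mean inhibition of at least 30% with at least half of replicates also reaching 30%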;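 further: 0% = DMSO neutral control and 100% = excess unlabeled competitor peptide PRC23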
Keap1-Nrf2 PPI = Keap1-Nrf2 (human) interaction inhibition. Keap1 Kelch-Nrf2 peptide fluorescence polarization, 1536-well. inhibition, % at 9.4 µM. actives 0.15% (n = 340,000). AID 504523; in the data active means inhibition above about 12%;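 further: human Keap1 Kelch domain with fluorescein labeled Nrf2 9mer peptide probe; 0% = neutral control wells and 100% = peptide positive control; higher means more block of Keap1 binding to Nrf2 peptide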
PKA-R2B activ = activators of human PKA-R2B complex. AID 504700. actives 0.079% (n = 340,000). activation, % at 11.4 µM. PKA-R2B holoenzyme dissociation, Cy5-IP20 fluorescence polarization; R2B truncated from residue 108, S112A mutant; 0% DMSO only, 100% 113 µM cGMP;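 active means activation above a cutoff set at the mean over all compounds plus 3 SD, cut at about 18% in these data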;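 further: higher means more holoenzyme dissociation and a rise in polarization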
Target sequence (P31323 whole entry, looked up, other chains not shown, the tested form may be a part): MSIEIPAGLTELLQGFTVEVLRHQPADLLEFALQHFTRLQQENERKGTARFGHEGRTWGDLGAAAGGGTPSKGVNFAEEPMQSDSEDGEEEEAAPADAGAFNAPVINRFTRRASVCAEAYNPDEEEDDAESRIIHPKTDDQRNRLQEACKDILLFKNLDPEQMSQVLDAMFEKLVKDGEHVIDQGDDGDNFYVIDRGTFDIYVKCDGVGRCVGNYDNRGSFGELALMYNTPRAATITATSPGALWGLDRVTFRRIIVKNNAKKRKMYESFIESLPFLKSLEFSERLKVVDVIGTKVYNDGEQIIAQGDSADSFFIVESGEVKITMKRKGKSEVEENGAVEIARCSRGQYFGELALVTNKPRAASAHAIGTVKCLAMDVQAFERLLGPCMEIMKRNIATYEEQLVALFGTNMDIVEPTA
CAL PDZ FP-2 = blocks peptide binding to human CAL PDZ domain; Q9HD26; purified CAL PDZ, TMR-peptide fluorescence polarization, 1 h; inhibition, % at 20 µM; actives 0.02% (n = 330,000); AID 504414;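 active means highest replicate inhibition of at least 40%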;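 further: plate controls were DMSO neutral control wells for no effect and unlabeled competitor peptide control wells for full effect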
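Assay system – tagged CAL PDZ protein CerCALP, purified · Timing – 1 h at RT · Compound – single point, 20 µM · Measured by – fluorescence polarization from S- and P-plane intensities, G-factor corrected · Evaluation – inhibition from polarization loss · Probe or stimulus – TMR reporter peptide T*-PRC34 · Buffer or medium – pH 7.4 phosphate-saline buffer, reducing agent, detergent, IgG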
DAGLB inhibitor = diacylglycerol lipase beta (human) inhibition; Q8NCG7; HEK293T DAGLB membrane lysate, EnzChek fluorogenic substrate; inhibition, % at 5.17 µM; actives 0.059% (n = 340,000); in the data active means inhibition above about 34%;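 further: 0% = enzyme with vehicle and 100% = wells lacking enzyme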
C-LANA FP = KSHV C-LANA DNA binding inhibition; MBP-C-LANA/FAM-LBS DNA binding, fluorescence polarization; actives 0.078% (n = 340,000); inhibition, % at 9 µM; AID 504423;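 active means highest replicate inhibition at or above 60% at 9 µM, even if other replicates fall short; inactive means all replicates below 60% inhibition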;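 further: 0% = neutral control wells and 100% = 4 µM acridine orange control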
RTF Ca sens act = cardiac RTF calcium sensitization; P19429+P45379; IANBD-labeled TnC RTF fluorescence at EC20 calcium; 0% EC20 calcium, 100% full calcium; activation, % at 7.2 µM; actives 0.24% (n = 340,000); AID 493008;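 active means activation above the mean over all tested compounds plus 3 SD, cut at about 30% in these data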;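 further: rise in fluorescence read as greater calcium sensitivity of cardiac thin filaments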
Rtt109 HAT inh = C. albicans Rtt109 histone acetyltransferase inhibition; Q5AAJ8; purified Rtt109/Vps75, ThioGlo CoA-SH fluorescence, 4 h; inhibition, % at 34.9 µM; actives 0.16% (n = 330,000);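 active means inhibition of at least 50% in every replicate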
Target sequence (Q5AAJ8 whole entry, looked up): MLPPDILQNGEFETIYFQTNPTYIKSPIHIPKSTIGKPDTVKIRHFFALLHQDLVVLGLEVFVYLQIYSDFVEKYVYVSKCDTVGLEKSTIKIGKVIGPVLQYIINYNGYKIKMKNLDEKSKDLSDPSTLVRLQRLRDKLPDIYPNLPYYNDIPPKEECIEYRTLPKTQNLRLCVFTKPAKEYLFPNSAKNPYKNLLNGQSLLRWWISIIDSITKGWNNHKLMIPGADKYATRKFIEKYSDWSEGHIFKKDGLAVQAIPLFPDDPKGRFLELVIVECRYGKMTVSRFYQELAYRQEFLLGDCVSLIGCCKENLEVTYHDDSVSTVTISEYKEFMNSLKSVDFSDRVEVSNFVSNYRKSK
Starred values were filed as active, the others as inactive; i = inactive; . = not tested or not shown. No enrichment for hits; any-hit rate near 1.6%.

SMILES	SR-BI DiI-HDL act	Cardiac RTF inh	CAL PDZ FP-1	Keap1-Nrf2 PPI	PKA-R2B activ	CAL PDZ FP-2	DAGLB inhibitor	C-LANA FP	RTF Ca sens act	Rtt109 HAT inh
COc1ccc(S(=O)(=O)N/N=c2\oc3c(OC)cccc3cc2S(=O)(=O)c2ccc(C)cc2)cc1OC	4	-10	-3	1	11	-7.2	0	1.5	1	-3
CCN(CC)CCCNC(=O)c1cc2c(-c3ccc(Cl)cc3)nn(C)c2s1	-63	-1	4	2	-13	-5.4	1	-9.1	2	8
Cc1cccc(N(CC(=O)N2CCCCCC2)S(C)(=O)=O)c1C	-3	-5	.	2	7	-1.6	-3	-0.4	3	13
COc1cc(C(=O)Nc2ccc3c(c2)OCCO3)ccc1-n1cnnn1	-29	-13	-6	-1	4	-1.6	3	-0.9	3	.
O=S(=O)(c1ccc(Cl)cc1)N1CCN(C(=S)Nc2ccc(F)c(Cl)c2)CC1	-14	8	-2	-1	-11	-1.1	-4	-0.6	7	-1
CC1(CCc2ccccc2)NC(=S)N(c2ccc(Cl)cc2)N1 (centres undefined)	2	-1	-1	-1	-5	-2.3	-1	-0.2	6	8
CCOc1ccc(CN2CCNC(=O)C2CC(=O)NCc2csc(C(C)C)n2)cc1 (centres undefined)	-3	-1	-5	-9	7	-1.8	-6	-1.2	-3	31
Cc1c(Cl)ccc2c1NC(=O)[C@]21N[C@@H](CCC(N)=O)[C@H]2C(=O)N(c3ccc(F)cc3)C(=O)[C@H]21	19	-8	-3	5	0	-1.7	5	3.5	1	.
CC1=C(C(=O)OCc2ccccc2)C(/C=C/c2ccccc2)NC(=S)N1 (centres undefined)	-74	4	-6	-1	-20	-0.4	1	0.1	3	3
CCOc1ccc(C(Nc2ccc(C)cc2)P2(=O)OCCC(C)O2)cc1 (centres undefined)	-5	-16	-2	-3	-4	-1.0	1	0.7	0	1
COc1ccccc1-c1nnc(NC(=O)Cc2ccccc2)o1	-7	-7	-3	0	-3	-2.0	1	-0.8	-5	-10
Cc1cc(NC(=O)c2ccc(Cl)cc2Cl)n(-c2ccccc2)n1	-22	13	-2	0	-7	-0.9	0	-0.8	-3	10
O=C(CCNC(=O)c1ccccc1Cl)NN1C(=O)NC2(CCCCC2)C1=O	42	-2	-4	-4	0	-1.5	1	-0.6	2	-5
O=C(Cc1ccccc1)NCCCc1ccccc1	9	-7	-1	-2	1	-0.8	-2	-1.8	-2	9
O=C1c2ccccc2C(=O)N1CCN1CCCCC1	13	0	-1	2	2	-0.2	-1	0.4	-1	-42
COC(=O)c1cn(CC(=O)Nc2ccc(F)cc2)c2ccccc12	-11	0	6	2	5	-0.3	-8	1.0	0	2
O=C(NCc1ccccc1CN1CCCC1)c1cc2cc(Cl)ccc2o1	-21	2	.	0	1	-0.7	-1	-0.8	5	-1
Nc1c(Nc2ccccc2)c2ccccc2oc1=O	-4	-2	.	2	2	-0.3	-2	1.4	0	6
CCCCN1C(=O)C(O)=C(C(C)=O)C1c1ccccc1[N+](=O)[O-] (centres undefined)	38	-13	17	2	5	-1.3	5	3.6	-3	-1
COc1ccc2c(CC(=O)OCC(=O)Nc3cccc(C)c3)coc2c1	-22	9	0	-3	3	0.0	0	-1.9	1	-3
COc1cc(NC(=O)C2=CC(c3ccco3)=NS(=O)(=O)N2C)cc(OC)c1OC	-24	1	-1	-2	-6	-1.7	-2	0.2	-3	-6
CCCCn1c(N)c(N(CC)C(=O)c2ccc3c(c2)S(=O)(=O)c2ccccc2C3=O)c(=O)[nH]c1=O	0	2	-4	4	-4	.	4	1.0	11	-3
C=CCNc1nc(NCC)nc(N2CCOCC2)n1	6	-2	-1	1	-13	-0.8	-1	0.5	-2	-10
O=C1CCc2cc(S(=O)(=O)NCc3ccc(F)cc3)cc3c2N1CC3	-11	-3	3	-4	-17	-1.9	1	-0.7	6	-16
COc1ccccc1N1CCN(C(=O)c2oc3c(c2C)C(=O)CC(C)(C)C3)CC1	-33	-2	-2	-5	8	-1.7	0	-0.5	-7	1
COC(=O)Cc1cc(=O)oc2c(C)c(O)ccc12	8	-3	.	-2	-11	-2.6	2	2.5	-1	i
COCCCNC(NC(=O)c1ccc(C)cc1)C(Cl)(Cl)Cl (centres undefined)	8	-1	-1	-3	-6	-0.3	-4	0.8	2	-1
Nc1c(N2CCCC2)cc(Cl)c2nonc12	18	-9	-1	-20	2	1.7	1	-3.8	5	-2
NC(=O)CC[C@H](NC(=O)[C@H](Cc1ccccc1)n1c(=O)[nH]c2ccccc2c1=O)C(=O)N1CCC[C@H]1C(=O)O	22	1	1	6	-4	0.1	0	1.0	4	-6
CCCCC(=O)Nc1cccc(NC(=S)NC(=O)COc2ccccc2Cl)c1	-49	3	-1	-3	-7	-2.6	-7	-0.4	-3	-1
Cc1onc(-c2c(Cl)cccc2Cl)c1C(=O)ONC(=O)c1ccccc1	1	3	-14	-1	-6	-1.2	0	-0.1	0	22
O=C(COc1ccc(F)cc1)NCCNC(=O)COc1ccc(F)cc1	9	-1	-5	-3	5	-1.7	1	0.8	0	4
O=C(COc1cc(F)ccc1[N+](=O)[O-])Nc1cccc(S(=O)(=O)NC2=NCCC2)c1	1	8	3	-2	5	0.0	0	0.0	-4	-15
Cc1cc(NC(=O)c2cc(-c3ccncc3)nc3c(C)cccc23)no1	-71	-7	2	-6	-4	-0.5	0	-0.6	5	-4
NC(=O)c1ccccc1NC(=O)Nc1cccc(Cl)c1	-2	-4	.	-1	-6	-2.5	2	-0.4	-1	0
O=C1Nc2ccccc2/C1=C/c1ccccc1F	-13	-3	-4	4	-8	-1.4	1	-1.7	-3	-3
CCOC(=O)c1cccc(NC(=O)c2cnccn2)c1	-25	-1	-3	-6	-4	-2.8	-2	0.7	3	-3
O=c1[nH]c(COc2ccc(Cl)cc2Cl)nc2ccccc12	14	-5	4	0	14	-1.5	-1	1.3	3	-5
O=C(COC(=O)C1(c2ccc(F)cc2)CCCC1)NC1CC1	-5	0	-1	-1	0	0.0	-3	-2.2	-3	-2
O=C(Nc1nc2ccccc2[nH]1)c1cccc(Cl)c1	19	-6	-7	-3	-4	-0.9	-1	1.0	0	6
c1cnc(-c2noc(CN3CCN(C4C5CC6CC(C5)CC4C6)CC3)n2)cn1 (centres undefined)	11	10	-3	-3	-3	-2.4	-2	0.3	-2	13
CC(=O)NC12CC3CC(C1)CC(C(=O)OCC(=O)Nc1ncc(Cl)c(C)c1Cl)(C3)C2	5	9	-4	0	-11	-1.9	0	1.6	2	-1
CC(SCc1ccccc1)C(=O)N/N=C/c1ccc(OCC(=O)NCc2ccco2)cc1 (centres undefined)	-39	-4	-3	-2	7	-0.9	4	0.6	6	-5
CCc1ccc(NC(=O)CSc2nc(NS(=O)(=O)c3ccccc3)cc(=O)[nH]2)cc1	-4	-5	3	-2	-13	0.0	15	-0.6	2	-7
CCOC(=O)N1CCN(C(=O)CN(c2cccc(OC)c2)S(C)(=O)=O)CC1	-5	-7	0	3	3	-0.6	0	0.4	4	3

Rewritten bar-delimited: 3 of the compounds above
mol | SR-BI DiI-HDL act | Cardiac RTF inh | CAL PDZ FP-1 | Keap1-Nrf2 PPI | PKA-R2B activ | CAL PDZ FP-2 | DAGLB inhibitor | C-LANA FP | RTF Ca sens act | Rtt109 HAT inh
O=C(COc1cc(F)ccc1[N+](=O)[O-])Nc1cccc(S(=O)(=O)NC2=NCCC2)c1 | 1 | 8 | 3 | -2 | 5 | 0.0 | 0 | 0.0 | -4 | -15
c1cnc(-c2noc(CN3CCN(C4C5CC6CC(C5)CC4C6)CC3)n2)cn1 (centres undefined) | 11 | 10 | -3 | -3 | -3 | -2.4 | -2 | 0.3 | -2 | 13
CCOC(=O)N1CCN(C(=O)CN(c2cccc(OC)c2)S(C)(=O)=O)CC1 | -5 | -7 | 0 | 3 | 3 | -0.6 | 0 | 0.4 | 4 | 3

Further entries follow.
SMILES	SR-BI DiI-HDL act	Cardiac RTF inh	CAL PDZ FP-1	Keap1-Nrf2 PPI	PKA-R2B activ	CAL PDZ FP-2	DAGLB inhibitor	C-LANA FP	RTF Ca sens act	Rtt109 HAT inh
CCc1ccc(N2C(=O)C(Cl)=C(Nc3ccc(C(=O)N4CCCC4)cc3)C2=O)cc1	-53	-6	-4	-9	0	-0.2	6	-0.4	1	-7
CC(=O)c1sc(N/N=C\c2ccc(N(C)C)cc2)nc1C	-9	1	1	0	-8	1.0	1	1.0	-4	-4
C#CCOCCOCCOCCNc1nc(N2CCN(C(=O)[C@H]([C@@H](C)CC)n3cc([C@@H](N)Cc4ccc(O)cc4)nn3)CC2)nc(N2CCN(C(=O)[C@H](Cc3cc4ccccc4[nH]3)n3cc([C@@H](N)CC(C)C)nn3)CC2)n1	41	2	5	-8	-4	-0.3	5	-0.8	0	5
CCNc1nc(Cl)nc(N(NC(C)=O)C(C)CC)n1 (centres undefined)	-1	-1	4	-3	-9	-0.4	-2	-1.5	-3	-9
N#Cc1ccccc1OCCOCCNC1CCCC1	-3	-15	2	4	-9	-1.3	0	-0.8	-4	-4
O=C(NNC1CC(=O)N(c2cccc(Cl)c2)C1=O)c1cccs1 (centres undefined)	-3	12	0	-5	-14	0.0	3	0.1	3	-3
COc1ccc(NC(=O)c2cc(OC)c(OC)c(OC)c2)cn1	-32	-11	-1	2	-14	-1.7	1	-0.1	8	-4
CC(=O)N1CCN(S(=O)(=O)c2ccc(C)cc2)C1c1ccc(N(C)C)cc1 (centres undefined)	5	9	-4	-5	5	-1.1	3	1.0	1	-7
O=C(O)C(=O)/C(=C\c1ccc([N+](=O)[O-])cc1)c1ccc2ccccc2n1	1	-12	.	4	-3	-0.8	6	2.6	8	-13
COc1ccc(-c2cccc3c2C2CC3CCN2C(=O)OCc2ccccc2)cc1 (centres undefined)	9	-5	1	-4	0	0.6	-20	1.5	-7	-3
CCNC(=O)C(C)Oc1ccc(Cl)cc1Cl (centres undefined)	-13	-4	-5	.	-21	-1.4	-3	.	0	0
CCn1c(SCC(=O)NNC(=O)c2ccc(OC)cc2)nnc1C1CC1	.	-4	.	3	-3	0.7	-1	-1.4	-3	11
CCOc1ccc(C(=O)Nc2cccc(-c3cc4ccccc4oc3=O)c2)cc1[N+](=O)[O-]	-80	1	-2	2	-1	-1.9	-7	2.2	-3	3
CC(C)CN(C(=O)CCCc1nc2ccccc2c(=O)[nH]1)c1c(N)n(Cc2ccccc2)c(=O)[nH]c1=O	15	-10	-5	-3	-4	-1.9	2	0.3	19	-5
Cn1c(CC(=O)Nc2ccc(F)cc2)nnc1SCC(=O)NC1CCCCC1	.	0	-3	1	-1	-0.6	-1	0.7	1	-5
COc1ccccc1NC(=O)c1cnc(SCC(=O)NCC2CCCO2)n(C)c1=O (centres undefined)	-7	-30	.	-3	-2	-2.5	-1	0.1	1	-7
CN(CC(=O)Nc1ccc(Cl)cc1)C(=O)CNC(=O)Cc1cccc2ccccc12	-30	-5	6	-3	-16	-2.4	-1	0.0	-4	12
